NCI-60 one-dose screen, 48 h, at 10 µM unless noted. Numbers give growth in % (100 = growth as untreated, 0 = no growth, -100 = all killed).
HL-60(TB): HL-60(TB) leukemia cells; 78,000 tested, 9% active; AID 1794776; active = growth percent below 10
The depositor's hits bear a star; & = joins results of further samples. An excerpt; count on the stated rates, not on these rows.

SMILES | HL-60(TB)
CCCCC(=O)N1C(C)CCC1C (stereo unspecified) | 103
COC(=O)c1c2c(c[n+]([O-])c1C)C(=O)C=C(NCc1ccccc1)C2=O | -49*
CNC(=O)c1[nH]cc(-c2ccccc2)c1-c1cc(OC)c2c(c1OC)OCO2 | 93
Cn1cc(-c2csc(-c3cn(CCCCN4CCCCC4)c4ccccc34)n2)c2cccnc21 | -62*
Cc1cc(O)c(C(C)C)cc1N=C1C=CCc2ccccc21 | 100
COc1ccc2[nH]cc(/C=N/Nc3nc4ccccc4s3)c2c1 | 39
COc1cc(C)cc2c1C(C)(C)CCC2(C)C | 109
COc1cc2oc(-c3cccc(NC(=O)c4ccccc4)c3)cc(=O)c2c(OC)c1OC | 61
COc1ccccc1NC(=O)C(N=Nc1ccc(-c2nc3ccc(C)c(S(=O)(=O)O)c3s2)cc1S(=O)(=O)O)C(C)=O (stereo unspecified) | 117
Cn1cnc2c(cnn2C)c1=N | 86
COc1ccc(C2=CC(c3ccc(C)cc3Br)N3C(C)=CSC3=N2)cc1 (stereo unspecified) | 80
CC(=O)N1c2c(C(N)=O)cnn2CC1c1ccccc1 (stereo unspecified) | 107
CCCC1(c2ccsc2)NC(=O)NC1=O (stereo unspecified) | 108
C=CC1(C)C(=O)C2C3C4OC(=O)NC41c1cccc4c1C2(C(=O)N4C)C3(C)C (stereo unspecified) | 106
C[C@H]1C[C@H]2[C@@H]3CC[C@H]4C[C@@H](O)CC[C@]4(C)[C@H]3CC[C@]2(C)OC1=O | 70
CC1=C(C(=O)Nc2cc(C)ccc2C)C(c2cccc([N+](=O)[O-])c2)C(C(=O)Nc2cc(C)ccc2C)=C(C)N1 | 60
C=C(C)[C@@H]1CC[C@]2(CO)CC[C@]3(C)[C@H](CC[C@@H]4[C@@]5(C)CC[C@H](O)C(C)(C)[C@@H]5CC[C@]43C)[C@@H]12 | 66
COc1ccc2c(c1)/C(=C/c1cc(OC)c(OC)c(OC)c1)C(=O)N2C | 3.3*
CSc1nncc(-c2ccccc2)n1 | 95
CCCCNc1cc(C(=O)O)cc(S(N)(=O)=O)c1Oc1ccccc1 | 107
COc1ccc(/C(=C(/CC(=O)O)C(=O)OC(C)(C)C)c2cc(OC)c(OC)c(OC)c2)cc1OC | 120
Nc1nonc1-c1nc2ccccc2n1Cc1ccc(Cl)cc1 | 89
Cc1nn(-c2nc3ccccc3[nH]2)c(N)c1-c1ccccc1 | 95
Cn1nc(-c2ccc(Cl)cc2)nc2c(=O)n(C)c(=O)nc1-2 | -43*
N#Cc1c(-c2ccc(Cl)cc2)nc2c(c(-c3ccccc3)nn2-c2ccccc2)c1-c1ccc2c(c1)OCO2 | 99
N#Cc1cnn2ccn(C3OC(CO)C(O)C3O)c12 (stereo unspecified) | 99
O=C(O)c1ccc(CNc2nc(=O)n(Cc3ccc(Cl)cc3)c(=O)[nH]2)cc1 | 112
COC(=O)C(Br)C(C(=O)OC)C(Cl)(Cl)Cl (stereo unspecified) | 109
C=C1C(=O)O[C@H]2[C@H]1CC/C(CNS(=O)(=O)c1cccc3ccccc13)=C\CC[C@@]1(C)O[C@@H]21 | -32*
O=C(O)c1cn(C2CC2)c2cc(N3CCN(C(=O)CN4C(=O)S/C(=C/c5ccccc5)C4=O)CC3)c(F)cc2c1=O | 99
O=C1NN=C2CCCCCCC12 (stereo unspecified) | 71
CCCCC(CC)COC(C)OCc1cccc(OC)c1OC (stereo unspecified) | 132
CNC(=O)Oc1c(C)ccc2ccccc12 | 97
CCCCCCCSc1ccc(C(=O)CCN2CCOCC2)cc1 | 86
CC(=O)OC[C@H]1OC(Sc2sc(C(=O)c3ccc(Br)cc3)c(N)c2-c2nc3ccccc3s2)[C@H](OC(C)=O)[C@@H](OC(C)=O)[C@H]1OC(C)=O (stereo partly specified) | 105
O=C(O)CP(=S)(S)c1ccccc1 (stereo unspecified) | 85
NC(=O)c1cc([N+](=O)[O-])cc([N+](=O)[O-])c1 | 96
COC(=O)c1nnn(-c2nonc2N)c1-c1ccc2c(c1)OCO2 | 97
O=C1c2ccccc2C(=O)c2c(N=Nc3c(O)[nH]c(=S)[nH]c3=O)cccc21 | 98
Cn1cc(-c2cnn3c(N)c(Br)c([C@@H]4CCCNC4)nc23)cn1 | 21
CC(=O)CC(=O)N(C)Cc1ccccc1 | 91
COc1ccc(-c2nocc2-c2cccs2)cc1 | 115
CN1CCN(c2nc(-c3ccncc3)nc3sc4c(c23)CCCCCC4)CC1 | 88
Nc1ccccc1C1(c2ccccc2)N=C(c2ccccc2)C2C=CC=CC2N1 (stereo unspecified) | 88
S=c1n(Cc2ccc3ccccc3c2)ccn1Cc1ccc2ccccc2c1 | 95
Cc1c(Cl)cccc1NC(=O)OC(C)C | 95
CC(C)(C)n1cc(-c2ccnc(NCCCNS(=O)(=O)c3cccc(F)c3)c2)c(-c2ccccc2)n1 | 55
O=C(COc1cccc(/C=C2/Oc3ccccc3C2=O)c1)Nc1nccs1 | -73*

A second format for some results above.
Cn1cc(-c2cnn3c(N)c(Br)c([C@@H]4CCCNC4)nc23)cn1
  HL-60(TB) = 21
CC(=O)CC(=O)N(C)Cc1ccccc1
  HL-60(TB) = 91
COc1ccc(-c2nocc2-c2cccs2)cc1
  HL-60(TB) = 115
CN1CCN(c2nc(-c3ccncc3)nc3sc4c(c23)CCCCCC4)CC1
  HL-60(TB) = 88

Part of the list above, as a markdown table.
| mol | HL-60(TB) |
| --- | --- |
| Nc1ccccc1C1(c2ccccc2)N=C(c2ccccc2)C2C=CC=CC2N1 (stereo unspecified) | 88 |
| COC(=O)c1nnn(-c2nonc2N)c1-c1ccc2c(c1)OCO2 | 97 |

Further entries.
SMILES | HL-60(TB)
COc1ccc(OC)c(-c2cc(-c3ccc(Cl)cc3)c3c(N)c(C(=O)c4ccccc4)sc3n2)c1 | 106
CCN(CC)C(=S)Sc1cccc2c1C(=O)c1ccccc1C2=O | 99
O=C(CCSCCC(=O)N/N=C/c1ccc(F)cc1)N/N=C\c1ccc(F)cc1 | 105
Cc1cc(C)n2[nH]c(=O)cc2n1 | 106
O=C(O)CCCN1C(=O)/C(=C/c2cnc(-c3ccc(Cl)cc3)s2)SC1=S | 29
Cc1ccc(C)c2c1[nH]c1ccccc12 | 93
CCOC(=O)C1C(C)=CC(=O)CC1CC (stereo unspecified) | 94
CCCCCCCCCCCCCCCCSC(=NCC)NCC | -59*
Cc1c(C(=O)C(SC(=S)N(C)C)SC(=S)N(C)C)nnn1-c1ccc(Cl)cc1 | 96
O=C(Nc1ccccc1)c1cccc([N+](=O)[O-])c1 | 99
CC1([N+](=O)[O-])COP(=O)(Nc2cccc(Cl)c2)OC1 (stereo unspecified) | 68
CC(C)OC(=O)c1c2cc(F)c(F)cc2nn1Cc1ccccc1 | 102
CC1(C)CC(=O)C2=C(C1)OC(C(=O)c1ccc(N=[N+]=[N-])cc1)C2c1cccc(Oc2ccccc2)c1 (stereo unspecified) | 109
Nc1nc(SCc2ccc([N+](=O)[O-])cc2)c2ncn(C3OC(CO)C(O)C3O)c2n1 (stereo unspecified) | 106
N#Cc1c(C(F)(F)F)cc(Nc2ccc3nc(NCCN4CCCC4)oc3c2)n2c1nc1ccccc12 | 87
COc1ccc(N2N=C(c3ccc4c(c3)OCO4)CC2c2cccc(NC(=O)CCCNS(=O)(=O)c3ccc(F)cc3)c2)cc1 (stereo unspecified) | 56
CCC1C2C(=O)N3CCC4(C(=C2C(=O)OC)Nc2ccccc24)C13 (stereo unspecified) | 72
CCCCOC(=O)OCc1cc(=O)c(O)co1 | 95
Clc1ccc(/C=C/c2nc3ccccc3nc2N2CCN(c3ccccc3)CC2)cc1 | 98
O=C(NCCN1CCOCC1)Nc1ccc(-c2cc3c(Nc4ccc(Oc5cccc(C(F)(F)F)c5)c(Cl)c4)ncnc3s2)cc1 | -26*
CC(=O)Nc1ccccc1Cl | 70
COc1ccc(NC2=C(Br)C(=O)C(C)=C(C)C2=O)cc1 | 12
O=C(CCC(C(=O)O)N1C(=O)c2ccccc2C1=O)Nc1ccccc1 (stereo unspecified) | 83
CNc1ccc(Cc2c[nH]c3ccccc23)cc1 | 18
Nc1nc2c(c(=O)[nH]1)C(c1ccc3c(c1)OCO3)C=C(C(=O)O)N2 (stereo unspecified) | 111
CCSc1ncnc2c1ncn2C1OC(CO)C(O)C1O (stereo unspecified) | 20
O=C(NCCCOc1ccc([N+](=O)[O-])cc1Cl)Nc1cccc(S(=O)(=O)F)c1 | 105
c1ccc(N2CC3COc4ccccc4C3=N2)cc1 (stereo unspecified) | 114
CC(=O)N1N=C(c2ccc3c(c2)OCO3)CC1c1ccc(C)s1 (stereo unspecified) | 107
S=c1nc(-c2ccncc2)[nH][nH]1 | 98
Cc1nc2c(cnn2-c2ccccc2)c(=O)n1-c1ccc(N2C(=O)C=CC2=O)cc1 | 88
S=c1[nH]nc2sc3ccccc3n12 | 107
CC(=O)OCC(OC(C)=O)C1OC(c2ccccc2)OC(C(COC(C)=O)OC(C)=O)C1OC(C)=O (stereo unspecified) | 97
O=C(CCN1C(=O)CCC1=O)Nc1nccs1 | 96
COc1cc2oc(-c3cccc(NC(=O)c4cccc(NC(=O)[C@H](C)NC(=O)OC(C)(C)C)c4)c3)cc(=O)c2c(OC)c1OC | 68
C#CCNC(C)=O | 105

Looked up one by one from the list above (4):
SMILES | HL-60(TB)
Nc1nc2c(c(=O)[nH]1)C(c1ccc3c(c1)OCO3)C=C(C(=O)O)N2 (stereo unspecified) | 111
O=C(CCN1C(=O)CCC1=O)Nc1nccs1 | 96
S=c1[nH]nc2sc3ccccc3n12 | 107
c1ccc(N2CC3COc4ccccc4C3=N2)cc1 (stereo unspecified) | 114

Later entries:
SMILES | HL-60(TB)
Cn1ccnc1C(=O)/C=C/c1ccc(C(=O)Nc2ccc(NC(=O)CCNC(=O)c3csc(Br)n3)cc2)cc1 | 41
C1CCC([PH+](C2CCCCC2)C2CCCCC2[PH+](C2CCCCC2)C2CCCCC2)CC1.[Au].[CH-]1CCCCC1CC1CCCC[N-]1 (stereo unspecified) | -32*
O=C1CCC23OC=CC2C2(Nc4ccccc4NC2=O)c2c(F)cccc2N13 (stereo unspecified) | 106
Cn1c([N+](=O)[O-])cc[n+]1C | 120
COCCCn1cnn2c(=O)c3ccccc3nc2c1=O | 103&92
C=CCN1c2ccccc2Sc2cnccc21 | 103&108
CC[C@]12C=CCN3CC[C@@]4(c5cc(C#Cc6cccc(Nc7ncnc8cc(OCCOC)c(OCCOC)cc78)c6)c(OC)cc5N(C)[C@H]4[C@@](O)(C(=O)OC)[C@@H]1OC(C)=O)[C@@H]32 | 69
CCCCCC(=O)N1CCOCC1 | 71
C=C(C)[C@@H]1CC[C@]2(C(=O)NCCCCCCC(CCCN)CCCN)CC[C@]3(C)[C@H](CC[C@@H]4[C@@]5(C)CCC(=O)C(C)(C)[C@@H]5CC[C@]43C)[C@@H]12 | 99
CCCCCCCCCCCCCCCCCCCCBr | 99
O=C1OC(Oc2ccccc2)(c2ccccc2)c2ccccc21 (stereo unspecified) | 84
O=C(CN1C(=O)/C(=C\c2ccccc2)SC1=S)Nc1ncc(Cc2ccc(Cl)cc2)s1 | 101

Structures shown so far containing a CF3 group (2):
SMILES | HL-60(TB)
N#Cc1c(C(F)(F)F)cc(Nc2ccc3nc(NCCN4CCCC4)oc3c2)n2c1nc1ccccc12 | 87
O=C(NCCN1CCOCC1)Nc1ccc(-c2cc3c(Nc4ccc(Oc5cccc(C(F)(F)F)c5)c(Cl)c4)ncnc3s2)cc1 | -26*

Next part:
SMILES | HL-60(TB)
O=Cc1c(Cl)cccc1Cl | 98
O=C(/C=C/c1cc2ccccc2[nH]c1=O)c1ccc(Cl)cc1 | 12
CC(C)(C)c1ccc(S(=O)(=O)Oc2ccc3c4c(c(=O)oc3c2)CCCCC4)cc1 | 52
CCOC(=O)NCCCNC(=O)OCC | 101
CCN(CC)Cc1cc(O)c(CN(CC)CC)cc1O | 101
COc1ccc2c(c1)CC/C(=C\c1cccc(OCC(=O)Nc3nc4ccccc4s3)c1)C2=O | 90
CCC(=O)C(CC)c1ccc(C)cc1 (stereo unspecified) | 102
Brc1ccc(C2=Nn3c(Cc4ccccc4)nnc3SC2)cc1 | 94
COc1cc2nnn(-c3ccncc3)c2cc1OC | 115
CCOC(=O)c1ccc(NC(=O)Nc2ncc(Cl)cc2Cl)cc1 | 96
O=C(Nc1cccnc1Nc1ccc(F)cc1)c1cn(Cc2ccc(F)cc2)nn1 | 103
O=C(OCC(=O)c1cc2ccccc2o1)c1ccc(NS(=O)(=O)c2cccs2)cc1 | 109
COc1c2c(cc3c1C(CCc1ccccc1)N(C)CC3)OCO2 (stereo unspecified) | -28*
Nc1nc2c(s1)CCc1cn(S(=O)(=O)c3ccccc3)cc1-2 | 76&71
CC(=O)Nc1nc2c(s1)C1=CC[C@H]3[C@@H]4CC[C@H]([C@H](C)CCCC(C)C)[C@@]4(C)CC[C@@H]3[C@@]1(C)CC2 | 103
CCCn1c(=O)[nH]c(N)c(C(c2ccc(F)cc2)c2c(N)[nH]c(=O)n(CCC)c2=O)c1=O | 97
COc1ccccc1NCc1cccn1Cc1ccc(Cl)cc1 | 94
COc1cccc(-c2nn(-c3ccccc3)cc2-c2ccnc(NCCNS(=O)(=O)c3ccc(F)cc3)c2)c1 | 36
Clc1ccc2c(NCCCCNc3nc(N4CCCCC4)nc4ccccc34)ccnc2c1 | -69*
COc1cc(C(=O)O)nc(SC)n1 | 90
CC(C)(C)OC(=O)N1C(=O)c2c(c3c4cccnc4[nH]c3c3ccc4ccccc4c23)C1=O | 89
Brc1ccccc1/C=N/Nc1ncnc2sc3c(c12)CCNC3 | 100
Cc1c(C(=O)N=Nc2c(O)n(Cc3ccccc3)c3ccccc23)oc2ccccc12 | 104
COc1cc(N/C=C2/CC(C(=O)NCc3ccc(Cl)cc3Cl)NC2=O)cc(OC)c1OC (stereo unspecified) | 100
COc1cc(C(F)(F)F)ccc1-c1cc(-c2ccc(F)cc2)n[nH]1 | 115

Assay outcomes deposited in PubChem by NCI.
